CYP2C9 inh = blockers of cytochrome P450 2C9 activity – biochemical, luminescence, ADME assay, primary screen; P11712; CYP2C9 Supersomes, luciferin-H conversion; inhibition, % at 5 µM; 96,000 tested, 20% active; AID 777, 2007;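 active means blocking of liver enzyme CYP2C9 beyond about 50% at 5 µM, limit read from the data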; further: values of inactives mirror those of a sister screen read the other way
Target sequence (P11712 whole entry, looked up): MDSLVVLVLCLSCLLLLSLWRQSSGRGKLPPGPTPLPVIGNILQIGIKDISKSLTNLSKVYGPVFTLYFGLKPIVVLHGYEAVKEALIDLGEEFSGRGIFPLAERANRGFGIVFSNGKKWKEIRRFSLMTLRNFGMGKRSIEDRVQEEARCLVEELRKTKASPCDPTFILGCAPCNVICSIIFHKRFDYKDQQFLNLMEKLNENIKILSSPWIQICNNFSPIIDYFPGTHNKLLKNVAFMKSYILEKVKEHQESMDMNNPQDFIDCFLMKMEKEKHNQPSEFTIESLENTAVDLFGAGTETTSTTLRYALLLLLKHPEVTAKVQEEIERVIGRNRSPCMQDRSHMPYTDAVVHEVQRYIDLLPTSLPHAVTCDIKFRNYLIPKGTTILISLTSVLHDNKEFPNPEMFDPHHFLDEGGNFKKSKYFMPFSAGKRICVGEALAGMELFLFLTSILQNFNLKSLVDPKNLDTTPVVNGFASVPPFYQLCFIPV
Rev-RRE block = HIV-1 Rev-RRE binding inhibitors, primary screen, biochemical, FRET, protein-RNA interaction; 97,000 tested, 0.79% active; P05866; inhibition, % at 8 µM; Rev peptide-RRE RNA binding;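 active means inhibition above the screen-wide mean plus 3 SD, cut at about 35% in these data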;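 further: 0% = median DMSO wells and 100% = median Neomycin B control wells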
Target sequence (P05866 whole entry, looked up): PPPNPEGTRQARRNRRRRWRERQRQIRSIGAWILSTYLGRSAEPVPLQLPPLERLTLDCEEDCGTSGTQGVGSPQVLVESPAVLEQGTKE
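Test system: Cy5-tagged RRE RNA duplex with fluorescein-tagged Rev peptide | Read-out: % inhibition of FRET ratio versus controls | Probe or stimulus: Labelled Rev peptide | Incubation: 5 min RNA-compound premix plus 15 min binding step, 25 °C | Technique: FRET fluorescence readout | Benchmarks: DMSO low control, neomycin B high control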
PLK1 PBD inh = Plk1 polo box domain binding inhibitors, primary screen, biochemical, fluorescence polarization | 97,000 tested, 0.13% active | Plk1 PBD phosphopeptide binding | Serine/threonine-protein kinase PLK1 (Homo sapiens), P53350 | inhibition, %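 (tested at about 20 µM)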; in the data active means inhibition above about 34%, passing the limit was not always enough
CYP2C19 act = human CYP2C19 activators, primary screen, biochemical, luminescence. Cytochrome P450 2C19 (Homo sapiens), P33261. activation factor at 5 µM. recombinant CYP2C19, luciferin-H EGE luminescence; hits give high values; 0 = fully inhibited enzyme, 1 = untreated enzyme. 96,000 tested, under 10 active;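 active means activation factor of at least 2 at 5 µM in the primary screen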;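 further: 0 = wells with 2.5 mM tranylcypromine and 1 = vehicle-only wells; values of inactives mirror those of a sister screen read the other way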
CYP2C19 inhib = blockers of cytochrome P450 2C19 activity – biochemical, luminescence, ADME assay, primary screen; inhibition, % at 5 µM; P33261; CYP2C19 Supersomes, luciferin-H EGE luminescence, 30 min; 96,000 tested, 21% active; AID 778, 2007;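 active means CYP2C19 inhibition above a set limit at 5 µM in the primary screen, cut at about 50% in these data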;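 further: plate controls were negative control wells for no effect and 2.5 mM tranylcypromine positive control for full effect; values of inactives mirror those of a sister screen read the other way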
CYP2C9 activ = human CYP2C9 activators, primary screen, biochemical, luminescence. Cytochrome P450 2C9 (Homo sapiens), P11712. recombinant CYP2C9, luciferin-H conversion; hits give high values; factor 1 = untreated enzyme, 0 = blocked. activation factor at 5 µM. 96,000 tested, 1.4% active. AID 1024, 2008;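 active means activation factor of 2 or more for CYP2C9 at a 5 µM dose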;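 further: 0 = sulfaphenazole-blocked wells and 1 = vehicle-only wells; values of inactives mirror those of a sister screen read the other way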
EphB4 ephrin blk = EphB4-ephrin-B2 interaction antagonists, primary screen, biochemical, TNYL-RAW peptide probe, fluorescence polarization. Ephrin type-B receptor 4 (Homo sapiens), P54760. EphB4 LBD / TNYL-RAW-Alexa532 peptide. inhibition, % at 7 µM. 97,000 tested, 0.15% active. AID 720, 2007;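 active means inhibition above the screen-wide mean inhibition plus 3 SD, cut at about 15% in these data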;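 further: 0% = DMSO wells and 100% = excess unlabeled TNYL-RAW peptide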
PLAP act = PLAP enzyme activators, biochemical, luminescence, HTS; Alkaline phosphatase, placental type (Homo sapiens), P05187; purified PLAP enzyme, luminescent substrate read-out; hits give high values; activation fold at 20 µM; 96,000 tested, 1.2% active; AID 696, 2007; in the data active means activation fold above about 2
PLK1 inh = human PLK1 kinase inhibitors, primary screen, biochemical, TR-FRET; recombinant PLK1 kinase, TR-FRET peptide phosphorylation; AID 619, 2007; 97,000 tested, 0.53% active; inhibition, % at 10 µM;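 active means inhibition of 50% or more in the single-concentration screen; inactive means inhibition below 50%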;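 further: 0% = DMSO max control and 100% = H-89 dihydrochloride min control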
An asterisk follows results filed as active; . = no result given. This is a random part of the collection; 29% or so of the library scored in one or more.

Screens by letter: A = CYP2C9 inh; B = Rev-RRE block; C = PLK1 PBD inh; D = CYP2C19 act; E = CYP2C19 inhib; F = CYP2C9 activ; G = EphB4 ephrin blk; H = PLAP act; I = PLK1 inh
#1 Cc1sc(NC(=O)Cn2nc(C(F)(F)F)cc2C)c(C(=O)OC(C)C)c1C
  A = 62*	B = 10	C = 8	D = 0.8	E = 18	F = 0.4	G = -5	H = 0.9	I = -7
#2 COc1cccc(C(=O)Nc2ccc(N3CCN(Cc4ccccc4)CC3)cc2)c1
  A = 5	B = 2	C = 36	D = 0.9	E = 12	F = 1	G = -2	H = 0.9	I = -3
#3 Cn1c(C(=O)NC2CCCCC2)cc2c(=O)n(C)c3ccccc3c21
  A = -60	B = -2	C = -15	D = 0.9	E = 7	F = 1.6	G = -15	H = 1.2	I = -13
#4 Cc1ccsc1/C=C1\SC(N2CCOCC2)=NC1=O
  A = -18	B = 5	C = -14	D = 0.7	E = 29	F = 1.2	G = -4	H = 1.1	I = -14
#5 O=C1c2ccccc2C(=O)N1CC(O)CN1CCOCC1 (stereo unspecified)
  A = .	B = 1	C = 12	D = .	E = .	F = .	G = -6	H = .	I = -12
#6 COc1ccc(C(=O)NNC(=O)CSc2nnc(COc3ccc4ccccc4c3)n2C)cc1
  A = -2	B = 2	C = 25	D = .	E = .	F = 1	G = 3	H = 1	I = 0
#7 COc1ccc2cc(S(=O)(=O)NCCCN3CCOCC3)ccc2c1
  A = 6	B = 0	C = 11	D = 0.6	E = 35	F = 0.9	G = 2	H = 1.1	I = -7
#8 CCn1c(CSc2nc3ccccc3s2)n[nH]c1=S
  A = 39	B = -4	C = 21	D = 0.3	E = 73*	F = 0.6	G = -5	H = 1.7	I = -8
#9 CCOC(=O)N1CCN(C(=O)CS(=O)(=O)Cc2nc(-c3ccccc3C)oc2C)CC1
  A = .	B = 1	C = -9	D = .	E = .	F = .	G = -8	H = .	I = 6
#10 CCOC(=O)N(C)OC(=O)Nc1ccc(Cl)c(Cl)c1
  A = 18	B = 6	C = 9	D = 0.8	E = 17	F = 0.8	G = -1	H = 0.9	I = -4
#11 CCN(c1ccc(NC(=O)COC(=O)c2cccs2)cc1)C(C)C
  A = -16	B = 5	C = 5	D = 1	E = 0	F = 1.2	G = 13	H = 0.8	I = -9
#12 O=C(NCCCn1ccnc1)c1noc2c1CCc1ccccc1-2
  A = 50*	B = 3	C = 11	D = 0.2	E = 83*	F = 0.5	G = -4	H = 1	I = -5
#13 CSC(=CC(=O)c1ccccc1)SC
  A = 4	B = 1	C = 10	D = 0.9	E = 7	F = 1	G = 2	H = 0.8	I = -13
#14 CCN(CC)S(=O)(=O)c1ccc2oc(C(=O)NCC3COc4ccccc4O3)c(C)c2c1 (stereo unspecified)
  A = 76*	B = .	C = .	D = 0.7	E = 34	F = 0.2	G = .	H = 1.4	I = .
#15 O=c1cc(-c2ccccc2)[nH]n1-c1nc2ccccc2s1
  A = 32	B = 5	C = -9	D = 0.9	E = 6	F = 0.7	G = 6	H = 1	I = -4

3 of these compounds, set out differently:
3. Cn1c(C(=O)NC2CCCCC2)cc2c(=O)n(C)c3ccccc3c21
4. Cc1ccsc1/C=C1\SC(N2CCOCC2)=NC1=O
5. O=C1c2ccccc2C(=O)N1CC(O)CN1CCOCC1 (stereo unspecified)
Compound | 3 | 4 | 5
CYP2C9 inh | -60 | -18 | .
Rev-RRE block | -2 | 5 | 1
PLK1 PBD inh | -15 | -14 | 12
CYP2C19 act | 0.9 | 0.7 | .
CYP2C19 inhib | 7 | 29 | .
CYP2C9 activ | 1.6 | 1.2 | .
EphB4 ephrin blk | -15 | -4 | -6
PLAP act | 1.2 | 1.1 | .
PLK1 inh | -13 | -14 | -12

6 compounds drawn at random from those above:
Screens by letter: A = CYP2C9 inh; B = Rev-RRE block; C = PLK1 PBD inh; D = CYP2C19 act; E = CYP2C19 inhib; F = CYP2C9 activ; G = EphB4 ephrin blk; H = PLAP act; I = PLK1 inh
#8 CCn1c(CSc2nc3ccccc3s2)n[nH]c1=S
  A = 39	B = -4	C = 21	D = 0.3	E = 73*	F = 0.6	G = -5	H = 1.7	I = -8
#10 CCOC(=O)N(C)OC(=O)Nc1ccc(Cl)c(Cl)c1
  A = 18	B = 6	C = 9	D = 0.8	E = 17	F = 0.8	G = -1	H = 0.9	I = -4
#4 Cc1ccsc1/C=C1\SC(N2CCOCC2)=NC1=O
  A = -18	B = 5	C = -14	D = 0.7	E = 29	F = 1.2	G = -4	H = 1.1	I = -14
#1 Cc1sc(NC(=O)Cn2nc(C(F)(F)F)cc2C)c(C(=O)OC(C)C)c1C
  A = 62*	B = 10	C = 8	D = 0.8	E = 18	F = 0.4	G = -5	H = 0.9	I = -7
#15 O=c1cc(-c2ccccc2)[nH]n1-c1nc2ccccc2s1
  A = 32	B = 5	C = -9	D = 0.9	E = 6	F = 0.7	G = 6	H = 1	I = -4
#11 CCN(c1ccc(NC(=O)COC(=O)c2cccs2)cc1)C(C)C
  A = -16	B = 5	C = 5	D = 1	E = 0	F = 1.2	G = 13	H = 0.8	I = -9

(further entries)
Screens by letter: A = CYP2C9 inh; B = Rev-RRE block; C = PLK1 PBD inh; D = CYP2C19 act; E = CYP2C19 inhib; F = CYP2C9 activ; G = EphB4 ephrin blk; H = PLAP act; I = PLK1 inh
#16 O=C(CNC(=O)Cn1ccc2ccccc2c1=O)NCCCN1CCCCCC1
  A = -17	B = .	C = .	D = 1.2	E = -17	F = 1.2	G = .	H = 1.1	I = .
#17 CC1(C)C(=O)OC(c2ccco2)C(C)(C)C1=O (stereo unspecified)
  A = -2	B = 4	C = -21	D = 0.7	E = 34	F = 1	G = 3	H = 1.1	I = -2
#18 O=C(CCC1(C(=O)O)CCC(=O)NC1)NCc1ccccc1 (stereo unspecified)
  A = -4	B = 8	C = -9	D = 1	E = 3	F = 1	G = 2	H = 1	I = -9
#19 Cc1ccc(CN2CC34C=CC(O3)C(C(=O)NCc3ccc5c(c3)OCO5)C4C2=O)cc1 (stereo unspecified)
  A = 9	B = 1	C = 12	D = 0.8	E = 23	F = 0.9	G = -1	H = 1.4	I = -10
#20 CCOC(=O)c1c(CN2CCN(C)CC2)n(C)c2cc(Br)c(OC)cc12
  A = 56*	B = .	C = .	D = 0.5	E = 50	F = 0.4	G = .	H = 1.5	I = .
#21 COc1cc(OC)cc(C(=O)NCC(=O)OC2CCOC2=O)c1 (stereo unspecified)
  A = 10	B = 6	C = -20	D = 1	E = 0	F = 0.9	G = 3	H = 1.1	I = -9
#22 CC(CN1CCOCC1)OC(=O)C(C)(c1ccccc1)c1ccccc1 (stereo unspecified)
  A = .	B = 1	C = 7	D = .	E = .	F = .	G = 0	H = .	I = -9
#23 O=C(/C=N/O)NCCCN1CCCCCC1
  A = -6	B = 6	C = 15	D = 1	E = -1	F = 1.1	G = 5	H = 0.9	I = -5
#24 c1ccc(C(Cc2nc(-c3ccccn3)no2)c2ccccc2)cc1
  A = 54*	B = 7	C = 4	D = 0.7	E = 29	F = 0.5	G = -10	H = 1.5	I = -3
#25 O=C(COC(=O)CCOc1ccccc1)NCc1ccco1
  A = 38	B = -2	C = 11	D = 0.9	E = 9	F = 0.6	G = -7	H = 1.2	I = -9
#26 O=C(c1ccccc1-c1nc(-c2ccc(F)cc2)no1)N1CCCC1
  A = 15	B = -5	C = -17	D = 0.9	E = 12	F = 0.9	G = -4	H = 1.2	I = -13
#27 CC1(C)CC2CC(C)(CN2CC(=O)C(C#N)c2ccccc2)C1 (stereo unspecified)
  A = 2	B = 1	C = 10	D = 0.2	E = 80*	F = 1	G = 1	H = 1	I = -22
#28 O=c1ccc(NS(=O)(=O)c2ccccc2)cn1Cc1ccc(Cl)c(Cl)c1
  A = 79*	B = 14	C = -8	D = 0	E = 98*	F = 0.2	G = -2	H = 1.2	I = -9
#29 Cn1cccc1C1(C(F)(F)F)NCCNC1=O (stereo unspecified)
  A = 72*	B = .	C = .	D = 0.7	E = 26	F = 0.3	G = .	H = 1.3	I = .
#30 Cc1ccc(C)c(CSc2nnc(-c3cccnc3)o2)c1
  A = 18	B = .	C = .	D = 0.8	E = 24	F = 0.8	G = .	H = 1	I = .
#31 O=C(CCC(=O)OCC(=O)c1ccc(Cl)cc1)NC1CCCCC1
  A = 22	B = 2	C = -15	D = 1	E = 4	F = 0.8	G = -5	H = 1.1	I = -2
#32 Cc1nnc(SCCn2c(N3CCN(C)CC3)nc3c2c(=O)[nH]c(=O)n3C)s1
  A = 10	B = 3	C = 8	D = 1	E = 0	F = 0.9	G = -9	H = 0.9	I = -4

Compound activity: PubChem BioAssay, several laboratories
